UHRF1 MBD2 ctr – blocks human UHRF1 binding to methylated DNA; Q96T88; UHRF1 binding to methylated oligo, TR-FRET; inhibition, % at 4.4 µM; hit rate 0.75% among 370,000; AID 687016; in the data active means inhibition above about 21%;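 further: UHRF1 SRA domain binding a hemimethylated CpG hairpin DNA probe; 0% = median of test compound wells and 100% = reference inhibitor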
Target sequence (Q96T88 whole entry, looked up, the tested form may be a part): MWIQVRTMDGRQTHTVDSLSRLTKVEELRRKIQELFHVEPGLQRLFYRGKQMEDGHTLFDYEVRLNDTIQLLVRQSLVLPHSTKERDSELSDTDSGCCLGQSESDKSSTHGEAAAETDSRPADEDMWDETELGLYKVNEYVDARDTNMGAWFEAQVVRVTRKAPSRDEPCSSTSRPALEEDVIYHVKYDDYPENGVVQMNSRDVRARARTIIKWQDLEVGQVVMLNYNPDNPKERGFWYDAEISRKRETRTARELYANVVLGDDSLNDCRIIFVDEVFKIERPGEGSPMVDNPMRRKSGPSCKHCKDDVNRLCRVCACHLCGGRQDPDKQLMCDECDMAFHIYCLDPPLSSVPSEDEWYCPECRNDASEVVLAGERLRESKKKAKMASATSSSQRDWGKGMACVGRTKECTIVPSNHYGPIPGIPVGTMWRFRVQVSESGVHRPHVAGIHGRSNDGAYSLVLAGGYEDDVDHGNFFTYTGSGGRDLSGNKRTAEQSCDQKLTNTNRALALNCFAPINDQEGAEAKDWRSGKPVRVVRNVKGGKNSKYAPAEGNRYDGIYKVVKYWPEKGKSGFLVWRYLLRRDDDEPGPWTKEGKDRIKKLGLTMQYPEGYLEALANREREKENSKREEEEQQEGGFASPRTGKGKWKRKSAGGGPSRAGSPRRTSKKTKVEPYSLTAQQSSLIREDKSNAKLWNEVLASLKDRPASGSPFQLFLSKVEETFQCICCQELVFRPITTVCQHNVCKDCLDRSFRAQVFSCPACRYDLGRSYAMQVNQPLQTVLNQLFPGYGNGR
TCR CD3 inh – inhibitors of human TCR-CD3 interaction; TAMRA-labeled TCR probe fluorescence, biochemical; inhibition, % at 9.4 µM; hit rate 0.37% among 360,000; in the data active means inhibition above about 19%;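 further: recombinant mutant TCR 2C K166C tagged with TAMRA read by polarization; 0% = receptor in buffer alone and 100% = receptor with positive control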
Tn7 DDE FP – DD(E)-Tn7 binding inhibition, primary FP screen; FP displacement of FITC-Tn7 peptide from fibrin DD(E); 0% = median of compound wells per plate; hit rate 0.13% among 370,000; inhibition, % at 8.3 µM;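 active means inhibition above the mean of compounds falling within the control limits plus 3 SD of them, cut at about 14% in these data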;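 further: 0% = plate median of compound wells and 100% = 10 µM Aha-Tn7 peptide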
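Assay system: Human fibrin DD(E) protein | Medium: Tris buffer with calcium and detergent, pH 7.8 | Reagent: 0.1 µM fluorescent Tn7 | Compound dosing: Single point at 8.3 µM | Times: 10 min preincubation, 3 h with tracer, room temperature | Detection: Fluorescence polarization of the labelled Tn7 tracer | Controls: Aha-Tn7 high control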
LEDGF integ inh – blocks HIV-1 LEDGF/p75-dependent DNA integration; TR-FRET IN-LEDGF/p75 DNA integration, Eu/Cy5; inhibition, % at 3.7 µM; hit rate 0.64% among 370,000; AID 743269;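 active means inhibition above the screen-wide mean plus 3 SD, cut at about 13% in these data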;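 further: signal is the Cy5 over europium emission ratio at 671 and 618 nm; 0% = plate median of compound wells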
PG9 binder – binds the HIV-1 gp120 antibody PG9; inhibition, % at 6.7 µM; hit rate 0.43% among 360,000; TR-FRET gp120-PG9 antibody binding; in the data active means inhibition above about 8.5%
PRMT1 FP inh – blocks human protein arginine methyltransferase 1. recombinant PRMT1, activity-based probe fluorescence polarization. inhibition, % at 2.79 µM. hit rate 1.3% among 370,000. AID 652257;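 active means inhibition above about 21% made by adding two undisclosed values, limit read from the data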
SIAE inh – human SIAE inhibition, primary screen; hit rate 0.69% among 370,000; Q9HAT2; inhibition, % at 9.66 µM; SIAE FP-Rh probe binding, fluorescence polarization;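 active means inhibition above a cutoff: mean of compounds within the control limits plus 3 SD of those, cut at about 17% in these data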;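 further: 0% = plate median of compound wells and 100% = probe without SIAE protein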
TDP2 absorb – blocks human TDP2 phosphodiesterase activity. inhibition, % at 12.8 µM. hit rate 0.34% among 370,000. recombinant TDP2, T5PNP hydrolysis, p-nitrophenol absorbance 415 nm. O95551;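 active means inhibition above the mean of all tested compounds plus 3 SD, set per campaign, cut at about 25% in these data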;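 further: 0% = DMSO with enzyme and 100% = buffer with substrate but no TDP2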
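System – recombinant human TDP2 · Amount – 120 nM TDP2 per well · Buffer or medium – Mg2+-containing Tris-HCl buffer, pH 7.5 · Reagent – T5PNP substrate, 5 mM · Dosing – 12.8 µM single point, 1% DMSO · Incubation – 2 h at 37 °C · Measured by – epi absorbance · Read-out basis – percent inhibition · Benchmarks – high control without enzyme, low control DMSO plus TDP2 · Repeats – singlicate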
HTRA1 inh – blocks human HTRA1 serine peptidase. recombinant HTRA1, FP-rhodamine activity-based probe, fluorescence polarization. inhibition, % at 5.96 µM. Q92743. hit rate 0.5% among 340,000; in the data active means inhibition above about 36%;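 further: 0% = enzyme with DMSO and 100% = wells lacking enzyme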
ABHD4 inh – ABHD4 (mouse) inhibition, primary FP screen; inhibition, % at 8.92 µM; hit rate 0.54% among 370,000; purified mABHD4, FP-Rh probe fluorescence polarization;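 active means inhibition exceeding the mean over every tested compound plus 3 SD, cut at about 30% in these data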;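 further: 0% = plate median of compound wells and 100% = S159A mutant with DMSO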
Target sequence (Q8VD66 whole entry, looked up): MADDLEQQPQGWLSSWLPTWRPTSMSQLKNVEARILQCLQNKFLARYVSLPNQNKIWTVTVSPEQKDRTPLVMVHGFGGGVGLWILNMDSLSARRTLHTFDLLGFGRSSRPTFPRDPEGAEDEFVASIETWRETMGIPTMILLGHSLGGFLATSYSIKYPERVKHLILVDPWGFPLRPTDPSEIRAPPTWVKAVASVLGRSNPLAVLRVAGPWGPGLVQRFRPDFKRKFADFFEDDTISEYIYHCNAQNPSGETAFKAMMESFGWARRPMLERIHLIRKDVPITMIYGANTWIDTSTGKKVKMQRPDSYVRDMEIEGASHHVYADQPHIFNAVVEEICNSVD
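Doses – 8.92 µM, single dose · Material – wild-type mouse ABHD4 protein · Replication – single well per compound (singlicate) · Measure – percent inhibition of probe binding, normalized to plate controls · Schedule – 45 min compound pre-incubation plus 60 min probe step, 25 °C · Detection – fluorescence polarization with parallel and perpendicular emission, 525/598 nm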
The depositor's hits bear a star; · = no result given. Not a hit list; any-hit rate near 4.2%.

SMILES	UHRF1 MBD2 ctr	TCR CD3 inh	Tn7 DDE FP	LEDGF integ inh	PG9 binder	PRMT1 FP inh	SIAE inh	TDP2 absorb	HTRA1 inh	ABHD4 inh
Cc1ccc(S(=O)(=O)C/N=C(/NC(=S)N(c2ccccc2)c2ccccc2)c2ccccc2)cc1	-2	-2	1	-1	-0.3	28*	-6	0	2	11
COc1ccc(OC)c(CNS(=O)(=O)c2ccccc2Br)c1	3	-9	-5	-5	-1.9	2	-3	3	·	2
O=C(NCc1ccccn1)Nc1cc(Cl)cc(Cl)c1	0	0	-5	0	-1.6	2	-7	10	-9	-10
COc1cc(C)c2sc3ccccc3c(=O)c2c1NCCN(C)C	6	-6	-7	-4	-19	9	2	2	36*	24
CCOC(=O)C(NC(=O)c1ccccc1)=C1C=C(C)OC(C)=C1	-1	5	-10	2	-0.1	0	2	-11	0	3
CC(=O)Nc1cccc(C(=O)OCC(=O)NNC(=O)c2ccc([N+](=O)[O-])cc2)c1	1	8	-3	2	-0.7	3	-7	-6	-1	-14
COc1cc(O)c(C(CC(=O)N2CC(C)OC(C)C2)c2ccc3c(c2)OCO3)c(OC)c1 (centres undefined)	-1	·	3	-2	·	3	3	4	·	6
O=C1NC[C@H](CCCCN2CCN(CCC3CCCCC3)C(=O)C2=O)N(CCc2ccc(O)cc2)C1=O	-2	-4	1	1	1.1	-1	4	5	·	4
Cc1cc(C(=O)NCCCN2CCN(c3cc(Cl)ccc3C)CC2)n(-c2ccccc2)n1	19	-2	0	0	-0.5	-1	2	0	-4	-2
CN1OC[C@@H]2CN(C(=O)c3ccco3)[C@H](c3ccc(-c4ccc(C#N)cc4)cc3)C[C@@H]21	-1	-5	-3	7	1.2	0	-3	8	1	-1
CC(NC(=O)C(=O)NCCN1CCN(C(=O)c2ccccc2Br)CC1)c1ccccc1 (centres undefined)	-2	7	2	1	0.7	-2	1	13	-1	1
Cc1ccc(/C=N/N2CCN(Cc3cccc4ccccc34)CC2)s1	1	1	-7	3	0.0	-1	0	1	-1	-1
COc1ccc(N(CC(=O)NCc2cccc(OC)c2)S(=O)(=O)c2c(C)noc2C)cc1	1	0	-2	3	-2.0	-1	5	-15	-5	2
O=C(O)c1cccc(S(=O)(=O)Nc2ccc3[nH]c(=O)[nH]c3c2)c1	4	-3	-1	-5	-3.2	3	0	12	2	11
S=c1[nH]nc(NC2CCCCC2)s1	0	3	2	-1	-0.6	2	4	1	7	0
Cc1ccccc1-c1cc(-c2ccccc2O)n[nH]1	5	1	4	3	0.3	1	-10	-11	-24	-20
CCNc1nc(NC(C)CC)nc(Oc2ccc(=O)[nH]n2)n1 (centres undefined)	4	-6	1	2	0.0	2	6	-2	3	3
CCC(=O)c1ccc(OCC(=O)Nc2ccc(S(=O)(=O)Nc3cc(C)nc(C)n3)cc2)cc1	0	9	-11	6	2.1	1	1	1	1	-2
COc1ccnc(Nc2ccc(C)c(C)c2)c1C#N	-1	6	1	0	-2.9	-4	4	0	5	-3
O=C(/C=C/c1ccccc1)N1CCN(c2c(Cl)cccc2[N+](=O)[O-])CC1	0	2	1	0	-1.6	-1	3	-8	-25	1
COc1ccc(C(=O)NC(=O)COC(=O)CCS(=O)(=O)c2ccc(C)cc2)cc1	1	-10	-3	-2	1.8	3	-2	-4	4	7
O=C(c1ccc([N+](=O)[O-])cc1Cl)N1CCN(c2ccccn2)CC1	5	-1	7	3	3.0	4	2	-10	3	-9
CC(=O)NCCNC(=O)c1cccc(NS(=O)(=O)c2ccc3c(c2)OCCO3)c1	-5	10	1	-1	-0.6	-1	-1	-8	0	5
Cc1cc(=O)[nH]c(SCC(=O)Nc2nc3c(s2)CCCC3)n1	-2	9	3	-4	0.5	1	4	9	-1	-1
Cc1nc2c(ccc3nc(NC(=O)Cc4ccccc4)sc32)s1	-2	-5	-5	3	-0.4	-1	-10	-3	-52	-18
Cc1cc(C)n(C(=O)c2cccc([N+](=O)[O-])c2)n1	1	3	0	-6	-1.6	2	-4	10	4	0
C=CCCC1CN(Cc2ccc(OC)cc2)S(=O)(=O)c2c(cccc2N(C)S(=O)(=O)c2ccc(C)cc2)O1 (centres undefined)	-2	-6	12	89*	1.9	0	-5	10	·	4
N#CC(C#N)=C1c2cc(S(N)(=O)=O)ccc2-c2ccc(S(N)(=O)=O)cc21	2	-4	4	-3	3.1	7	5	-6	0	2
CC(C)N(C(=O)COC(=O)c1ccc(Cl)nc1)C(C)C	1	-3	-8	-4	0.6	4	5	-7	-1	9
Cc1noc(C)c1COC(=O)CCc1ccc(S(=O)(=O)N2CCCCC2)cc1	6	2	9	1	-0.9	-4	3	-2	16	1
Cn1c(N)c(C(=O)CCc2ccccc2)c(=O)n(C)c1=O	1	5	-6	4	-0.2	-10	0	-1	·	2
O=C(c1ccc2nc(-c3ccccc3)c(-c3ccccc3)nc2c1)N1CCCCC1	2	-3	0	2	-1.7	-2	-2	-12	-18	19
Cc1noc(C)c1COc1ccc(C(=O)OCc2nnc(-c3ccc(Cl)cc3)o2)cc1	3	-1	-4	-2	1.1	-1	-5	-14	-31	-24
O=C(CSc1nnc(-c2ccco2)o1)Nc1cccc([N+](=O)[O-])c1	5	-2	4	0	2.0	6	6	-17	3	-7
COc1ccccc1C(=O)Nc1ccccc1C(=O)NCc1ccco1	4	1	1	-1	-1.4	3	-1	20	-12	6
COc1cccc(/C=N/NC(=O)c2ccoc2C)c1	-3	1	1	2	-1.1	0	1	7	-1	6
O=C(c1ccccc1)c1ccc(Oc2ccc([N+](=O)[O-])cc2[N+](=O)[O-])cc1	0	1	1	-3	-0.9	-2	-1	6	-2	0
C=CC[N+]1(CC(=O)NCc2ccc(NC(C)=O)cc2)CCOCC1	0	7	7	0	-1.5	-4	2	11	6	-2
C=CCn1c(O)c(N=Nc2ccccc2O)c2ccccc21	-3	5	-3	0	-2.3	15	16	2	23	11
COC(=O)c1ccc2c(=O)[nH]c(CCl)nc2c1	-1	2	2	0	-1.2	0	-5	5	4	-2
Cc1nnc(C)c2c(C)n(N)c(C)c12	-1	1	-3	1	-2.8	-4	6	-4	·	4
O=C(CCC1CCCC1)N1CCC(N2CCN(c3ccccc3)CC2)CC1	-1	-1	-7	1	0.6	-2	5	1	-1	15
CCOc1ccc(CCNC(=O)c2nn(C)c3c2CS(=O)(=O)c2ccccc2-3)cc1	-1	4	0	4	0.7	-3	-3	12	-21	2
CN(C(=O)COC(=O)CCC(=O)c1ccc(F)cc1)C1CCCCC1	4	-5	-1	-2	0.0	-1	0	1	5	-3
Cc1nc(-c2ccc3c(c2)OCCO3)cs1	-2	-1	-4	0	-3.0	-1	2	7	3	-1
Cc1ccc(S(=O)(=O)NCC(=O)N2CCCCC2)cc1	1	-5	7	-5	4.2	7	2	-7	1	2
CCCCCOc1ccc(CSc2ncn[nH]2)cc1	-2	-1	1	2	1.4	-1	-2	2	-20	-14
COc1ccc(CCNC(=O)c2cc(-c3cc(Cl)cc(Cl)c3)oc2C)cc1	-2	2	1	7	-0.7	-2	-5	7	-5	3
C=CCCC(=O)NC1CCCc2c1cnn2-c1ccccc1F (centres undefined)	-1	1	0	0	-0.1	2	8	9	8	2
CCc1nc(-c2ccc(C)nc2OC)no1	-2	2	-7	2	1.2	0	-1	2	3	3
CCOC(=O)c1ccc(NC(=O)NCCc2cnc[nH]2)cc1	-2	-6	-3	0	1.3	1	4	0	3	-2
CC1CC(C)CN(C(=O)c2cccc(N3C(=O)c4ccccc4C3=O)c2)C1 (centres undefined)	1	-1	-6	5	0.8	0	-11	-24	-6	-3
CC(C)c1[nH]nc2c1C(c1cccc(C(F)(F)F)c1)N(c1ccccc1)C2=O (centres undefined)	2	-4	1	4	-0.1	4	-1	-2	·	-28
Cc1nc(Cl)c(C#N)cc1-c1ccccc1	5	0	7	-3	1.2	3	-8	-6	-3	-7
CN(C)c1nc(OCCNC(=O)Nc2ccccc2)nc(N2CCOCC2)n1	4	3	3	1	0.6	0	-1	1	-3	-1
Cc1ccc(N2C(=O)CN=C2Nc2nc(C)cc(C)n2)cc1	5	-5	-2	-1	0.8	1	-3	-1	12	-2
CCOC(=O)[C@]12CCCCC/C=C\1N(Cc1ccc(OC)cc1)C(=O)[C@H]2CC(=O)N1CCC(c2ccccc2)CC1	3	·	-10	6	·	-3	-1	-14	·	-8
Cc1csc2nc(CSc3nc4ccccc4o3)c(Br)n12	-2	-1	1	-3	0.2	2	1	2	-34	5
Cc1ccc(-c2csc(NC(=O)Cc3ccc(F)cc3)n2)o1	-3	-1	7	-1	-1.8	41*	-2	15	-11	-8
CC(C)c1nc(SCC(=O)Nc2ccc([N+](=O)[O-])cc2Br)n[nH]1	-5	9	3	-6	-1.1	-1	4	-3	-4	4

A different layout for 4 compounds above:
Every second line gives: UHRF1 MBD2 ctr, TCR CD3 inh, Tn7 DDE FP, LEDGF integ inh, PG9 binder, PRMT1 FP inh, SIAE inh, TDP2 absorb, HTRA1 inh, ABHD4 inh
CCOC(=O)[C@]12CCCCC/C=C\1N(Cc1ccc(OC)cc1)C(=O)[C@H]2CC(=O)N1CCC(c2ccccc2)CC1
  3, ·, -10, 6, ·, -3, -1, -14, ·, -8
Cc1csc2nc(CSc3nc4ccccc4o3)c(Br)n12
  -2, -1, 1, -3, 0.2, 2, 1, 2, -34, 5
Cc1ccc(-c2csc(NC(=O)Cc3ccc(F)cc3)n2)o1
  -3, -1, 7, -1, -1.8, 41*, -2, 15, -11, -8
CC(C)c1nc(SCC(=O)Nc2ccc([N+](=O)[O-])cc2Br)n[nH]1
  -5, 9, 3, -6, -1.1, -1, 4, -3, -4, 4

Further compounds follow:
SMILES	UHRF1 MBD2 ctr	TCR CD3 inh	Tn7 DDE FP	LEDGF integ inh	PG9 binder	PRMT1 FP inh	SIAE inh	TDP2 absorb	HTRA1 inh	ABHD4 inh
CCOC(=O)c1cc2c(ccn2C)n1CC(=O)N1CCCC(C)C1 (centres undefined)	-4	3	1	4	-2.0	-2	16	6	-14	2
O=C(/C=C/c1ccccc1Cl)N(c1ccccn1)C1CCCCC1	1	-2	3	-4	-1.2	-1	5	6	4	-3
Cc1cc2c3c(c1)C1(C(=O)N3C(C)(C)CC2C)C(C#N)=C(N)OC2=C1C(=O)CC(C)(C)C2 (centres undefined)	3	-3	-3	-4	-1.4	0	-1	-9	0	2
N#C/C(=C\c1ccccc1[N+](=O)[O-])c1nc(C2CC2)cs1	1	6	1	-6	-1.3	6	8	-5	-11	-10
COc1ccc(Cn2c(=O)cc(N)n(-c3ccccc3C)c2=O)cc1	-1	3	4	-6	-0.1	-2	-6	0	·	-7
CCC(C)n1c(=N)c(C#N)cc2c(=O)n3ccccc3nc21 (centres undefined)	0	9	7	-3	-0.3	-2	6	-4	-1	1
Cc1cc(S(=O)(=O)N2CCC(N3CCCCC3)CC2)ccc1-n1cnnn1	2	-3	1	-2	-0.5	-1	-10	4	8	6
